Bioassay records: PubChem BioAssay, several laboratories
Rin1 Abl inh: inhibitors of human Rin1-Abl protein interaction. P00519+Q13671. TR-FRET Rin1/Abl binding, biochemical. inhibition, % at 7.35 µM. 360,000 tested, 0.4% active. AID 588664; in the data active = inhibition above about 5%, passing the limit was not always enough
Target sequence (P00519 whole entry, looked up): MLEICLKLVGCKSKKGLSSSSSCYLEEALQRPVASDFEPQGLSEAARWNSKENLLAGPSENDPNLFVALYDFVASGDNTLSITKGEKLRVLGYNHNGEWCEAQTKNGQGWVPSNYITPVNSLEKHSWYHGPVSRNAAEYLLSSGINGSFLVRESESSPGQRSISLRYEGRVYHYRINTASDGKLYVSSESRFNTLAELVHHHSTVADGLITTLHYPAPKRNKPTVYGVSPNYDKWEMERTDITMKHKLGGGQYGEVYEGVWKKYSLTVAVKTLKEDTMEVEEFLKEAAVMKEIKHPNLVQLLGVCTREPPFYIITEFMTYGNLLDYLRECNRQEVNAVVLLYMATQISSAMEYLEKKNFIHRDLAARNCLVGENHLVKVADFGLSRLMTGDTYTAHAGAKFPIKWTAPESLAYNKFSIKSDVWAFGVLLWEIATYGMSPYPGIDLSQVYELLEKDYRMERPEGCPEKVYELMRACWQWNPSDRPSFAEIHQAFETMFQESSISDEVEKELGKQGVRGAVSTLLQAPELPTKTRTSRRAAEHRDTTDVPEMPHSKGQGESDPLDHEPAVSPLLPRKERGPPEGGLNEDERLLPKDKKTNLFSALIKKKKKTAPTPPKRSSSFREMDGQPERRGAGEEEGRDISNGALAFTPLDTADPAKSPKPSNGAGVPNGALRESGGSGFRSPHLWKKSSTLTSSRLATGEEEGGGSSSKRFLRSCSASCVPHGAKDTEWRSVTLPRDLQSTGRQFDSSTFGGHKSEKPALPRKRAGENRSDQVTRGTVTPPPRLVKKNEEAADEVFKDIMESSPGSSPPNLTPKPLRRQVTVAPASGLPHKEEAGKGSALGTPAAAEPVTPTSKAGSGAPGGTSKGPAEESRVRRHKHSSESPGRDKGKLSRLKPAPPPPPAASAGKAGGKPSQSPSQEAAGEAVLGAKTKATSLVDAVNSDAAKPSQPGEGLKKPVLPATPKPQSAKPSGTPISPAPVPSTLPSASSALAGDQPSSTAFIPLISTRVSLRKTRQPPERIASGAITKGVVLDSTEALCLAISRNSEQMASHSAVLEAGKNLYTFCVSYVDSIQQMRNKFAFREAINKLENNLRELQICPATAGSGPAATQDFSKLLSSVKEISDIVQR
Target sequence (Q13671 whole entry, looked up): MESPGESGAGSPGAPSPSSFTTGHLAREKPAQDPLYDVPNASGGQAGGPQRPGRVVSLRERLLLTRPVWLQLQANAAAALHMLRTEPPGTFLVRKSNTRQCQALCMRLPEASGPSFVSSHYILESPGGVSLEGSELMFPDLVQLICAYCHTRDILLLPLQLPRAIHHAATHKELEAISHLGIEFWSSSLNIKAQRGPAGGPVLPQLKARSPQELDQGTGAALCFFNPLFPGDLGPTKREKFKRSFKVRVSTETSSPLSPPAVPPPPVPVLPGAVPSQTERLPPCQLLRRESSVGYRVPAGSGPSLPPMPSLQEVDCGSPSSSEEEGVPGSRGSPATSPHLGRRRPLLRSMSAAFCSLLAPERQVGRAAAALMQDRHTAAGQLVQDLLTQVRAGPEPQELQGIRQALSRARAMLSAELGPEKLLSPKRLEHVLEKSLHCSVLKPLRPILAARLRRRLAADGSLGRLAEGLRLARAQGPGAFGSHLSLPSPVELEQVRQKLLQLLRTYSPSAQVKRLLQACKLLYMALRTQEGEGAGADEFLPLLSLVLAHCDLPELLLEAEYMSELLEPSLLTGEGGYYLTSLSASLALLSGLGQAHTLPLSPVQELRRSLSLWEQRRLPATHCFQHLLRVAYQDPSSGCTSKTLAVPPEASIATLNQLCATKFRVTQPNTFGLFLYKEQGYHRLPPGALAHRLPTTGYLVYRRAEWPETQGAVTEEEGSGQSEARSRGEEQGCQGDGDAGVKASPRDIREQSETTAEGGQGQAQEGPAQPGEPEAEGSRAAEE
E coli Lon inh: inhibits E. coli Lon protease. P0A9M0. purified E. coli Lon protease, fluorescence polarization. inhibition, % at 7.94 µM. 360,000 tested, 0.42% active. AID 602123; in the data active = inhibition above about 13%, passing the limit was not always enough;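 note: 0% = enzyme with probe and DMSO and 100% = no enzyme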
MsrA inhibitor: bovine MsrA inhibition. 360,000 tested, 0.75% active. inhibition, % at 15.5 µM. purified bovine MsrA, absorbance read-out; in the data active = inhibition above about 4.5%;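 note: 0% = vehicle wells with enzyme and 100% = reference inhibitor wells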
Tb MetRS inh: Trypanosoma brucei MetRS inhibition; AID 624268; inhibition, % at 11.9 µM; 360,000 tested, 0.4% active; purified T. brucei MetRS, ATP depletion, Kinase-Glo luminescence;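 active = inhibition above a per-plate cutoff of the control wells' mean inhibition plus 3 SD, cut at about 5.5% in these data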;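 note: 0% = DMSO wells median and 100% = median of wells with control inhibitor compound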
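Material – parasite MetRS enzyme · Medium – HEPES-MgCl2-KCl buffer plus DTT, spermine, BSA, pyrophosphatase · Reagent – ATP, methionine and E. coli bulk tRNA substrates · Times – 15 min enzyme-compound preincubation, 2 h reaction, 10 min detection, 25 °C · Measured by – luminescence of leftover ATP · Evaluation – percent inhibition relative to median high and low control wells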
FAS TE block: FAS thioesterase (human) inhibition | P49327 | recombinant FAS-TE, OMFH fluorogenic substrate, fluorescence endpoint | inhibition, % at 15 µM | 360,000 tested, 0.67% active | AID 602261;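 active = compounds whose normalised, plate-corrected inhibition of enzyme fluorescence in the single-dose primary screen is 50% or more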;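 note: 0% = DMSO with enzyme and 100% = substrate without enzyme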
MLLE-PAM2 inh: blocks PAM2 peptide binding to the PABP1 MLLE domain; GST-MLLE / FITC-PAM2 fluorescence polarization; AID 588489; P11940; inhibition, % at 20 µM; 360,000 tested, 0.36% active; in the data active = inhibition above about 35%, passing the limit was not always enough;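 note: plate controls were DMSO wells with GST-MLLE for no effect and wells lacking GST-MLLE protein for full effect; some results filed as inactive read as strong as hits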
Neddyl block: blocks human cullin neddylation; P61081+Q13564; TR-FRET cullin neddylation, biochemical; calls only at 25 µM; 360,000 tested, 0.58% active; in the data active = inhibition above about 36%
CSN inh: blocks human CSN-mediated cullin deneddylation; Q92905; Purified CSN, SCF-Nedd8-OG deneddylation, fluorescence polarization; inhibition, % at 12.5 µM; 360,000 tested, 0.38% active; AID 651999;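 active = pattern-corrected inhibition above about 35%, with an unprinted fluorescence ratio check between 0.5 and 1.5, limit read from the data, passing the limit was not always enough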;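 note: 0% = enzyme with substrate and 100% = substrate without enzyme; some results filed as inactive read as strong as hits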
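Material: purified human Csn5 enzyme expressed in HEK293T cells / Medium: Tris buffer pH 7.5, NaCl, DTT, Tween-20, trehalose, ovalbumin / Compound dosing: 12.5 µM single point / Schedule: 90 min incubation of compound, enzyme and substrate at room temperature / Signal: fluorescence polarization of the substrate / Control set: no-enzyme wells high, enzyme-with-substrate wells low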
bovine MsrA act: activators of bovine methionine sulfoxide reductase A; 360,000 tested, 0.3% active; activation, % at 10.6 µM; purified bovine MsrA, absorbance read-out; in the data active = activation above about 7.5%;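 note: 0% = vehicle and 100% = reference activator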
The depositor's hits bear a star; i = inactive; . = no result given; + = active, no number; & = joins results of further samples; ! = repeats disagree.

The line under a structure holds: FAS TE block	MLLE-PAM2 inh	Tb MetRS inh	MsrA inhibitor	bovine MsrA act	E coli Lon inh	Rin1 Abl inh	CSN inh	Neddyl block
- COc1ccccc1OCCNC(=O)c1ccc(C(C)(C)C)cc1
    10	-3	-0.3	-0.7	-1	3	-6	3	i
- CC(=O)Nc1ccc(C(=O)CSc2nnnn2C2CCCC2)cc1
    -2	4	-0.8	0.1	-8	-2	2	1	i
- CC(C)(Oc1ccc(Cl)cc1)C(=O)N/N=C/c1cn[nH]c1-c1ccccc1
    1	-8	-0.5	-0.8	-3	8	-2	-1	i
- COc1cccc(CNC(=O)C2CCCN(c3nn4c(=O)cc(C)nc4s3)C2)c1 (centres undefined)
    -1	17	-0.2	0.9	-3	-16	-1	-4	i
- Cc1cccc(C(=O)N/N=C/C(C)Cc2ccc3c(c2)OCO3)c1 (centres undefined)
    1	20	-1.4	-1.2	-9	18	1	-4	i
- CCOc1ccc(NC(=O)c2cn(CC(C)C)c(=O)c3c2c2ccccc2n3C)cc1
    -4	3	-0.9	-0.4	-1	6	-3	1	i
- Cc1ccc(S(=O)(=O)c2nc(S(C)(=O)=O)sc2N2CCC(C(N)=O)CC2)cc1
    -8	12	0.8	3.1	-4	-2	0	3	i
- CN1CCc2c(sc3c2c(=O)n(-c2ccccc2)c2nncn32)C1
    -20	25	-1.3	1.3	-10	-1	-1	2	i
- N#C/C(=C(/O)c1ccco1)c1nc2ccccc2s1
    -1&-21	3&-4	-0.7&-0.9	4.8*!	-14&-17	-9&-1	1&7	4&-2	i
- Cc1cccc(C(=O)OCC(=O)NC2CC2)c1O
    -7	15	-0.1	0.4	0	-11	1	1	i
- COc1ccc(-c2c(-c3ccccc3OC)oc3ccccc23)cc1F
    29	-10	0.1	-0.3	-8	3	2	2	.
- COc1ccc(N2CCN(C(=O)c3ccccc3N(C)S(=O)(=O)c3ccc(C)cc3)CC2)cc1
    4	-3	0.3	0.2	-3	1	-1	2	i
- CCCCn1c(=O)[nH]c(=O)c2c1nc(-c1ccc(OCCC)c(OCC)c1)n2C
    -16	4	0.3	1.0	-2	1	-1	0	i
- Cc1nc2c(-c3ccc(F)cc3)c(C)nn2c(C)c1CCC(=O)N1CCC(Cc2ccccc2)CC1
    30	-3	-0.9	0.5	-5	-1	-2	6	i
- CC(=O)N/N=C(/c1ccccc1)C(O)c1ccccc1 (centres undefined)
    -2	-21	-0.1	-0.2	-4	-3	-2	4	i
- O=C(/C=C/c1ccccc1)N1CCC(Cc2ccccc2)CC1
    18	10	0.3	0.3	-4	6	-3	-1	i
- Cc1ccc(C)n1CCN1CCN(C(=O)c2ccc(Cl)cc2)CC1
    -1	-9	-0.2	-0.3	-2	1	1	3	i
- CN(c1ccccc1)S(=O)(=O)c1ccc(C(=O)Nc2nnc(C3CC3)s2)cc1
    3	-13	-0.2	1.1	-3	8	-5	4	i
- O=C1C=C(c2cccc(OCc3ccccc3)c2)C[C@@H](c2ccc3c(c2)OCO3)C1
    23	9	-0.2	-0.7	-3	1	-4	-3	i
- CCN(CC)c1ccc(NC(=O)c2ccco2)cc1
    -7	8	-0.6	-0.4	-2	-1	-2	0	i
- O=C(NCc1ccccc1)c1cccc(S(=O)(=O)N2CCOCC2)c1
    -2	-3	-0.7	0.3	-2	2	-1	1	i
- COc1ccccc1NC(=O)CC(c1ccc(F)cc1)c1ccco1 (centres undefined)
    16	2	0.8	-0.4	-2	-2	2	0	i
- O=C(NCc1ccccc1)C(c1cccnc1)N(C(=O)c1csnn1)c1ccccc1 (centres undefined)
    -6	9	0.5	-0.5	-6	-3	3	-1	i
- Cc1cccc(OCCNC(=O)CCNS(=O)(=O)c2ccc3ccccc3c2)c1
    8	11	-0.1	0.6	-2	-5	3	-1	i
- Cc1ccc(CNn2cnnc2SCC(=O)NC(C)(C)C)cc1
    -3	-13	-0.8	-0.3	3	-1	4	0	i
- CN=C1S/C(=C\c2ccc(SC)cc2)C(=O)N1C
    5	-1	0.0	2.2	-2	1	-5	1	i
- O=C(c1ccc(Cl)cc1)N1CCN(S(=O)(=O)/C=C/c2ccccc2)CC1
    24	-26	0.1	-0.3	-1	8	3	-5	i
- Cc1sc2nc(COC(=O)C(NC(=O)c3ccc(Cl)cc3Cl)C(C)C)[nH]c(=O)c2c1C (centres undefined)
    -10	-20	-0.5	-0.5	-1	-22	-3	8	i
- COC(=O)CC1c2ccccc2S(=O)(=O)N1Cc1ccccc1 (centres undefined)
    1	-2	0.3	1.0	-1	-9	4	97	i
- CN(CC(=O)NC1(C)CCS(=O)(=O)C1)S(=O)(=O)c1ccc(Cl)cc1 (centres undefined)
    -8	3	-0.5	0.9	-4	1	5	-5	i
- CCn1cc(C(=O)O)c(=O)c2cc(F)c(N3CCN(C(=S)Nc4ccc(OC)cc4)CC3)cc21
    -4	-91	-0.6	-0.6	-3	4	-2	-2	i
- CCC(C)C(=O)N1c2ccccc2C(=C2SC(C(=O)OC)=C(C(=O)OC)S2)C(=S)C1(C)C (centres undefined)
    19	46*	-1.1	0.5	-10	0	3	-2	i
- COC(=O)N[C@H](c1ccccc1)[C@@]1(C)C[C@@H]1[C@@H](C)C(=O)Nc1ccc2ccccc2c1
    5	-5	-0.5	-0.3	-13	2	3	-2	i
- COC(=O)c1cc(OC)c(OC)c(OC)c1N
    -4	-7	0.0	2.7	0	0	-2	-1	+
- Cc1c(NC(=O)C(C)OC(=O)c2ccc(Cl)nc2)c(=O)n(-c2ccccc2)n1C (centres undefined)
    -7	6	-0.4	0.1	-3	-6	3	-10	i
- Cc1c(C)n(CC(O)CNc2ccccc2)c2ccccc12 (centres undefined)
    16	-20	0.0	0.2	-1	0	-1	1	i
- CCCCn1ccc(=O)c2c(C(F)(F)F)nccc21
    -4	-10	-0.3	1.9	-4	1	-3	-1	i
- O=C(NCCCl)Nc1ccccc1NS(=O)(=O)c1cccs1
    -6	1	0.0	0.4	-2	-6	1	0	i
- CN(C)c1ccc(NC(=O)c2cnsn2)cc1
    -3	-10	-0.2	1.4	-3	-4	-2	-5	i
- O=C(O)Cc1ccc(NC(=O)c2ccc3c(c2)C(=O)N(Cc2ccccc2)C3=O)cc1
    -53	-11	0.0	-0.3	0	-9	-3	0	i
- COc1ccc(CCNC(=O)Cn2c(=O)n(-c3ccc(C)c(F)c3)c(=O)c3sccc32)cc1OC
    0	-11	2.9	-0.3	0	0	-2	-1	i
- O=C(NCCN1CCCCC1)c1ccc(/C=N/O)nc1
    -6	-11	-0.9	-0.6	-3	6	-5	-1	i
- COc1cccc(NC(=S)N2CCN(C(c3ccccc3)c3ccccc3)CC2)c1
    8	-59	-0.9	0.0	-12	4	4	2	i
- Cc1cccc(CSc2ccc3nnc(-c4cccs4)n3n2)c1
    -3	0	-0.4	0.4	-6	-8	2	-1	i
- O=C(Cn1c(=O)oc2cc(S(=O)(=O)NCc3ccccc3)ccc21)NCc1ccco1
    -7	6	-0.1	-0.1	-2	-8	1	5	i
- CSc1ccc(S(=O)(=O)Nc2ccc3c(c2)OCCO3)cc1
    14	-20	-1.3	-0.9	-1	5	0	0	i
- COc1ccc(CN2C(=O)c3cccnc3C2=O)cc1S(=O)(=O)N1CCCC(C)C1 (centres undefined)
    -5	1	-0.6	-0.9	-7	2	0	0	i
- COc1ccccc1C(=O)Nc1cc(C)on1
    -5	11	-0.3	0.5	-3	0	-3	1	i
- COc1ccc(C(=O)C2CCCN(C(=O)Cn3cncn3)C2)cc1OC (centres undefined)
    -4	12	-0.2	0.6	-3	3	4	4	i
- CCOc1ccc(NS(=O)(=O)c2ccc(C(=O)NCC3CCCO3)cc2)cc1 (centres undefined)
    0	-7	0.1	1.3	-1	-15	-2	-2	i
- Cc1ccc(S(=O)(=O)CC(C)(O)CS(=O)(=O)c2ccc(C)cc2)cc1
    -6	8	0.1	-1.1	-1	1	0	-1	i
- O=C(CN1C(=O)NC2(CCCCCCC2)C1=O)Nc1cccc(Br)c1
    13	-1	0.4	-0.7	-4	11	3	1	i
- COc1cccc(-n2c(CN3CCN(c4ccccc4)CC3)nc3ccc([N+](=O)[O-])cc3c2=O)c1
    72*	21	0.2	0.5	-4	5	-4	0	i
- Cc1cc(C)nc(CCNC(=O)c2cc(COc3ccc(F)cc3Cl)on2)n1
    -4	6	0.3	-0.5	-2	-5	3	6	i
- Cc1onc(-c2c(Cl)cccc2Cl)c1C(=O)N=S(C)(=O)c1ccccc1 (centres undefined)
    0	9	-0.8	-0.6	-2	-1	1	1	i
- COc1ccc(CC2(CO)CCN(C(=O)NCc3ccccc3)CC2)cc1
    1	17	-0.5	0.3	-3	4	6	2	i
- COCc1[nH][nH]c(=O)c1C=Nc1ccc(OC(F)(F)F)cc1
    -8	3	-0.9	1.3	-1	-5	-6	-2	i
- CCCCC1=CC2=CC(=O)C(C)(OC(=O)CC)C(=O)C2=CN1Cc1ccc2c(c1)OCO2 (centres undefined)
    -7	-13	0.0	-0.3	-6	8	1	1	i
- O=C(O)CCCC(=O)Nc1ccc(N2CCCC2)cc1
    -7	13	0.2	-0.8	-4	-7	1	2	i
- COc1ccc(-c2c(-c3cc(OC)cc(OC)c3)n(C)c3ccc(-c4ccc5cc[nH]c5c4)cc23)cc1
    41	2	-0.2	1.1	-5	1	-5	-1	i
- Cc1cc(C)c(C(=O)CN2C(=O)C(=O)N(C3CCCC3)C2=O)cc1C
    7	-19	-0.2	-0.1	-2	-5	-1	7	i
